eIF4E 4G PPI: blocks eIF4E binding to eIF4G | P63073+Q04637 | TR-FRET eIF4E-eIF4GI(517-606) binding, 2 h | inhibition, % at 21.7 µM | hit rate 0.37% among 220,000 | AID 782;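 active = inhibition above about 30%, limit read from the data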;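 note: 0% = full FRET control wells and 100% = background wells lacking eIF4GI fragment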
Target sequence (P63073 whole entry, looked up, the tested form may be a part): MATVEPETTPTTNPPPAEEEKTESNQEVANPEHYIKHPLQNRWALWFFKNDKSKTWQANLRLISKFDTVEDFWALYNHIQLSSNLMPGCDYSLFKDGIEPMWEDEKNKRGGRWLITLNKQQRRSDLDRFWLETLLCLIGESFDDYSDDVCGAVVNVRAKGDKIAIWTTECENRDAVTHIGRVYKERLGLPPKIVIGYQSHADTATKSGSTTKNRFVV
Target sequence (Q04637 whole entry, looked up, the tested form may be a part): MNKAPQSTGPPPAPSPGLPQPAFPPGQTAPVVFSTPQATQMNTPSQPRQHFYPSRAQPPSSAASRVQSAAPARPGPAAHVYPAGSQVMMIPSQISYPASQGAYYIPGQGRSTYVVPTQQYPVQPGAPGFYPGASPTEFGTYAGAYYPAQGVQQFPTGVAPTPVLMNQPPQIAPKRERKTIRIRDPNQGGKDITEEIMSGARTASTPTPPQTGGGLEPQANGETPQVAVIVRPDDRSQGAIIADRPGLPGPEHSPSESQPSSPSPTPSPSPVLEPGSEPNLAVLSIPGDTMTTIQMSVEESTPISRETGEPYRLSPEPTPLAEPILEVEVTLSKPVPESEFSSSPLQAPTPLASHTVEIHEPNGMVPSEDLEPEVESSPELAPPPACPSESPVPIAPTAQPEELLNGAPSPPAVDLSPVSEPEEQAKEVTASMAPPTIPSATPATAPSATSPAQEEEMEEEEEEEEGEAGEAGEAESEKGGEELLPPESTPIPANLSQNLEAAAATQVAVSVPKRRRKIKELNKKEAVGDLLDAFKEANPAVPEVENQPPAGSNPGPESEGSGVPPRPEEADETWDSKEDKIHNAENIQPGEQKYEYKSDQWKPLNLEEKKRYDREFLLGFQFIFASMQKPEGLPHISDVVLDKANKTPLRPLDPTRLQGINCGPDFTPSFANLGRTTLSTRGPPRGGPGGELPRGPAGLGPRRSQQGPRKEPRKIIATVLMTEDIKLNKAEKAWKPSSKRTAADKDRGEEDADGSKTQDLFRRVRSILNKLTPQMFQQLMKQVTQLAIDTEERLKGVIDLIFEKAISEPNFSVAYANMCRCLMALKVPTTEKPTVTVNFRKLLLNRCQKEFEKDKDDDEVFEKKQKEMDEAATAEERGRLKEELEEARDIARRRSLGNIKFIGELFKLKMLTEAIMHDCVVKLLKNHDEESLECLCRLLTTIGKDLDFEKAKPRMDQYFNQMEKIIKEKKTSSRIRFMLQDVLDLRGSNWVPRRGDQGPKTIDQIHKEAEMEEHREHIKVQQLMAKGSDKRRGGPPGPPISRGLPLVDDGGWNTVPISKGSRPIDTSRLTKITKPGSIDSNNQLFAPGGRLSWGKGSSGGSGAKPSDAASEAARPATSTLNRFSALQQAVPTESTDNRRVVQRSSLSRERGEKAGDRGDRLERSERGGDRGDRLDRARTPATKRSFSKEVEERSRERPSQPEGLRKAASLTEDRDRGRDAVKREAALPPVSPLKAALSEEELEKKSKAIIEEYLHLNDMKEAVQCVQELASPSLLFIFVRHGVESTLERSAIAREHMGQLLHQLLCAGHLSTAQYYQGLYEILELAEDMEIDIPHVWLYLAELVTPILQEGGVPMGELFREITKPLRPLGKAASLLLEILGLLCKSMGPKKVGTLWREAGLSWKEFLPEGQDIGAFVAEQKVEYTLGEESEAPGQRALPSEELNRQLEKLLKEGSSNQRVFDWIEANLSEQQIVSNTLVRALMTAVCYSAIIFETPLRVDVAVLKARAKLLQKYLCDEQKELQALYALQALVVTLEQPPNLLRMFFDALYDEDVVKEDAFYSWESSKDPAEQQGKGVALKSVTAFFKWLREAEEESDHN
Cl transport mod: modulators of human KCC2 chloride dependent transport; hit rate 2.2% among 190,000; AID 1456; B-score of Tl+ flux slope (higher = more flux/activation; lower = inhibition) at 10 µM; KCC2 cells, thallium flux FluoZin-2 fluorescence; Q9H2X9;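 active = thallium flux slope and its plate-corrected score both differing from the plate sample mean at a set confidence after two filtering rounds, in either direction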;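 note: slope of fluorescence scaled to starting intensity during 10 to 20 s after thallium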
EBV gp42 block: blocks Epstein-Barr virus glycoprotein 42 binding. Q1HVG2. hit rate 0.42% among 220,000. AID 1085. Fluorescence polarization binding assay, mP read-out. inhibition, % (tested at 21.74 µM); in the data active = inhibition above about 50%
L929 necroptosis: L929 zVAD cell death inhibition; viability rescue, % at 10 µM; L929 zVAD necroptosis rescue, ATP luminescence, 24 h; with zVAD 60 µM; AID 1377; hit rate 0.38% among 220,000;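 active = activation, scaled between plate controls, above about 75%, limit read from the data; inactive = activation under that limit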;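 note: 0% = zVAD with DMSO and 100% = DMSO alone without zVAD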
Mdm2 ligase inh: Mdm2 E3 ligase (human) inhibition | signal enhancement, % at 5 µM | hit rate 0.11% among 210,000 | Q00987 | cell-based MDM2 ubiquitination luciferase reporter, 2 h; 0 = plate control, 100 = twice control, blank-subtracted;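 active = signal enhancement of 30% or more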;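 note: luminescence tracks abundance of the self-degrading MDM2-luciferase fusion protein; higher signal means inhibition of MDM2 E3 ligase activity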
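Material: stable MDM2–luciferase fusion reporter cells / Quantity: 2000 cells/well / Dosing: single 5 µM compound dose, 0.2% final DMSO / Buffer or medium: DMEM / Schedule: 4 h cell settling then 2 h compound exposure, 37 °C / Detection: luminescence with SteadyLite reagent, 15 min at room temperature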
PERK inh: human PERK inhibition, primary cell-based screen; CHO PERK-DD fusion, SEAP luminescence translation reporter; hit rate 0.17% among 220,000; inhibition, % at 5.6 µM; AID 1416;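 active = inhibition above the mean inhibition of all tested compounds plus 3 SD, set separately per screening campaign, cut at about 2.9% in these data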;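 note: PERK kinase domain activated by AP20187 dimerizer at 100 nM; 0% = DMSO with dimerizer and 100% = rapamycin at 8.4 µM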
Calpain2 inh: blocks pig calpain II enzyme activity; purified calpain II, fluorogenic peptide substrate, 30 min; inhibition, % at 16 µM; hit rate 0.37% among 220,000; AID 1236;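 active = inhibition above about 50%, limit read from the data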
Rad51 HR inh: blocks human Rad51 in homologous recombination; Q06609; hRad51 DNA strand exchange, fluorescence dequenching; inhibition, % at 10 µM; hit rate 0.085% among 200,000; AID 1385;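 active = inhibition above 40% at the single screening dose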;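 note: 0% = DMSO control wells and 100% = blanks with heterologous ssDNA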
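Material: human Rad51–ssDNA filaments; Probe or stimulus: labelled 47-mer dsDNA for strand exchange; Doses: single 10 µM dose; Incubation: 37 °C 15-min filament assembly, 30-min compound preincubation, 15-min exchange; Technique: FRET fluorescence dequenching, excitation 485 nm, emission 520 nm; Measure: Fluorescence-based percent inhibition, control- and blank-normalised; Benchmarks: plate control and blank wells.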
TNF necrop inh: TNF-alpha cell death inhibition in Jurkat FADD-/- cells. Jurkat FADD-/- TNF necroptosis rescue, ATP luminescence, 24 h; 0 = TNF only, 100 = no-TNF cells. activation (protection from cell death), % at 10 µM. hit rate 0.068% among 220,000;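 active = activation, meaning protection from cell death, of at least 50% relative to plate controls; inactive = activation below 50%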;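 note: necroptosis triggered by 40 ng/mL TNF-alpha added together with compound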
* = called active by the depositor; . = no result given; [ ] = remark or other dose. Hits appear at their usual frequency. Share with any hit: about 3.6%.

(1) Cc1ccc(SCc2cc(=O)c3c(=O)n(-c4ccccc4)[nH]c3[nH]2)cc1
(2) O=C(N/N=C1\CCSC1)c1cc(Cl)ccc1O
(3) CCCn1c(SCC(=O)NC(C)c2ccccc2)n[nH]c1=O (centres undefined)
(4) CC(C)c1nnc(NC(=O)C2c3ccccc3Oc3ccccc32)s1
(5) O=C(Nc1ccccc1)c1c(F)c(F)c(F)c(F)c1F
(6) C/C(=N\NC(=O)COc1cc(C)cc(C)c1)c1ccc(N2CCOCC2)cc1
(7) Cc1ccc(S(=O)(=O)N2CCOCC2)c(C)c1-n1cnnn1
(8) COC(=O)c1c(NC(=O)C2Cc3ccccc3C(=O)O2)sc2c1CCCC2 (centres undefined)
screen / no.	1	2	3	4	5	6	7	8
Cl transport mod	0.946	0.11	2.22	-0.737	-0.95	-0.49	0.155	-0.228
TNF necrop inh	0.2	0.0	0.3	0.1	0.9	-0.6	-1.2	1.6
Mdm2 ligase inh	-6.7	-21.2	-20.7	-7.6	-14.0	-13.6	-2.9	-19.6
Rad51 HR inh	2.7	-63.8	-2.4	-1.6	-12.5	-0.2	1.8	2.3
L929 necroptosis	1.3	1.4	1.0	0.8	0.1	2.8	-0.9	1.1
Calpain2 inh	41.1	-86.0	15.7	-3.5	-9.3	-21.6	6.2	-56.7
EBV gp42 block	-13.0	5.0	-5.0	-17.3	-12.5	4.9	-23.6	-102.2
eIF4E 4G PPI	5.5	-0.6	-0.6	-1.2	-3.6	5.7[fluorescence artefact?]	0.1	-0.9
PERK inh	1.8	1.0	-0.2	-0.5	0.5	0.3	1.3	0.2

Random excerpt: 2 compounds from above.
(5) O=C(Nc1ccccc1)c1c(F)c(F)c(F)c(F)c1F
(3) CCCn1c(SCC(=O)NC(C)c2ccccc2)n[nH]c1=O (centres undefined)
screen / no.	5	3
Cl transport mod	-0.95	2.22
TNF necrop inh	0.9	0.3
Mdm2 ligase inh	-14.0	-20.7
Rad51 HR inh	-12.5	-2.4
L929 necroptosis	0.1	1.0
Calpain2 inh	-9.3	15.7
EBV gp42 block	-12.5	-5.0
eIF4E 4G PPI	-3.6	-0.6
PERK inh	0.5	-0.2

The main list resumes; the 2 compounds before the break are reprinted first.
(7) Cc1ccc(S(=O)(=O)N2CCOCC2)c(C)c1-n1cnnn1
(8) COC(=O)c1c(NC(=O)C2Cc3ccccc3C(=O)O2)sc2c1CCCC2 (centres undefined)
(9) Cn1c(=O)cc(Nc2ccccc2)c2c(=O)n(-c3ccccc3)c(=O)n(-c3ccccc3)c21
(10) CNC(=O)/C(C#N)=C/c1ccc(-c2ccccc2[N+](=O)[O-])o1
(11) COc1ccc(C(=O)N2c3ccccc3C(=O)OC2c2ccc3c(c2)OCO3)cc1 (centres undefined)
(12) CCn1c(SCC(=O)NNC(=O)c2ccc(OC)cc2)nnc1-c1ccco1
(13) O=C(NN1CCOCC1)c1cc(-c2ccc(Cl)c(Cl)c2)nc2ccccc12
(14) O=C(CCCC1=NS(=O)(=O)c2ccccc2N1)N1CCN(c2ccccc2)CC1
(15) O=C(NCC1CCCO1)c1ccccc1 (centres undefined)
(16) O=C(CNC(=S)N(Cc1ccccc1F)C1CCCCC1)NC1CC1
screen / no.	7	8	9	10	11	12	13	14	15	16
Cl transport mod	0.155	-0.228	0	-0.228	-0.844	-0.214	-0.322	-4.41	0.235	.
TNF necrop inh	-1.2	1.6	1.7	-4.2	-0.8	1.4	0.1	-1.3	1.0	-1.6
Mdm2 ligase inh	-2.9	-19.6	-9.4	-13.3	-18.1	-15.8	7.0	12.5	8.6	-23.9
Rad51 HR inh	1.8	2.3	-14.7	.	16.0	18.3	-96.4	-5.0	6.6	.
L929 necroptosis	-0.9	1.1	-0.1	0.2	-0.1	5.2	.	0.2	0.2	-0.5
Calpain2 inh	6.2	-56.7	20.2	-4.8	5.5	-54.5	-30.6	-23.4	-1.0	-0.1
EBV gp42 block	-23.6	-102.2	-1.4	1.1	-4.5	-4.3	-68.8	-17.6	-9.1	-22.0
eIF4E 4G PPI	0.1	-0.9	-1.3	-6.2	-11.2	2.8	3.4	3.6[fluorescence artefact?]	-6.2	1.6
PERK inh	1.3	0.2	-0.3	-0.2	1.0	1.0	1.2	-0.1	0.4	-2.6

(17) CC1CCC2(CC1)NC(=O)N(Cc1cc(=O)n3ccsc3n1)C2=O (centres undefined)
(18) CC(C)(C)NC(=O)NC(=O)CN1CCN(c2ccccc2O)CC1
(19) N#CCC(=N)N1CCN(c2cccc(Cl)c2)CC1
(20) CC(=O)Nc1nc(C=C(Cl)Cl)cs1
(21) CC(C)Nc1nc(Cl)nc(NNC(=O)C(C)Oc2ccccc2)n1 (centres undefined)
(22) CC(C)CCOc1ccc(/C=C2\CCn3c2nc2cc(C(=O)O)ccc2c3=O)cc1
(23) CCOC(=O)C1=C(CSc2nc3ccccc3s2)NC(=O)NC1c1cccc([N+](=O)[O-])c1 (centres undefined)
(24) N#C/C(=C(/O)COC(=O)CCCNC(=O)c1ccc(Cl)cc1)c1nc2ccccc2[nH]1
screen / no.	17	18	19	20	21	22	23	24
Cl transport mod	.	0.0158	.	-0.0415	-0.353	1.5	-0.676	0.689
TNF necrop inh	1.1	-0.6	-1.0	1.4	-0.9	0.0	-9.3	-2.7
Mdm2 ligase inh	-10.8	0.5	9.1	-28.2	-2.4	-19.9	-12.0	-10.3
Rad51 HR inh	-15.7	3.9	7.5	0.9	3.8	-1.9	1.0	-2.8
L929 necroptosis	0.6	2.5	0.1	2.0	0.6	0.4	0.4	0.5
Calpain2 inh	29.5	-10.9	-35.1	-13.6	19.1	-70.0	-7.2	-118.3
EBV gp42 block	-2.7	-1.4	-17.1	-6.1	-9.6	-9.6	-2.2	-11.2
eIF4E 4G PPI	4.0	4.9	-0.1	0.5	1.2	18.4	3.9	1.5
PERK inh	1.8	0.3	0.7	-0.4	-0.3	-0.3	-0.3	-0.5

(25) O=C(NCCc1ccccc1)c1ccc([N+](=O)[O-])cc1
(26) CCc1ccc(N2C(=O)CC(N(CC3CCCO3)C(=O)/C=C/C(=O)O)C2=O)cc1 (centres undefined)
(27) COc1ccc(C(=O)NNC(=O)CSc2nnc(COc3ccccc3OC)n2C)cc1
(28) Cc1n[nH]c(C)c1N1C(=O)c2cccc3cc(Br)cc(c23)C1=O
(29) COc1ccc(C(=O)C2CCCN(Cc3cnc(N4CCOCC4)s3)C2)cc1F (centres undefined)
(30) O=C1C2C3c4ccccc4C(c4ccccc43)[C@@H]2C(=O)N1c1ccccn1 (some centres undefined)
(31) O=C(O)c1ccc(N2CCCCC2)cc1
(32) COC(=O)C1=NN(C(C)=O)C2(CC(=O)N(c3cc(C)cc(C)c3)C2=O)C1 (centres undefined)
screen / no.	25	26	27	28	29	30	31	32
Cl transport mod	0.21	-0.0907	0.302	.	-0.0804	0.0173	1.14	0.327
TNF necrop inh	-1.1	1.8	0.1	-0.2	-3.7	-2.1	0.4	1.3
Mdm2 ligase inh	-58.6	-13.7	4.7	-8.0	-25.4	-12.5	-6.0	.
Rad51 HR inh	.	-1.9	7.7	-8.3	12.2	17.4	2.2	.
L929 necroptosis	-0.3	1.7	-0.6	0.6	0.7	1.5	2.5	0.2
Calpain2 inh	23.2	-15.2	44.1	13.3	10.4	11.7	3.8	-7.4
EBV gp42 block	-2.6	-0.6	-8.2	-16.7	-12.3	-1.2	-20.4	-22.8
eIF4E 4G PPI	-6.6	-0.7	-1.1	3.7	-2.4	-3.6	1.2	-3.9
PERK inh	0.5	0.9	0.0	0.4	-2.0	0.1	0.6	1.0

(33) CC1=CC(=O)C(C(C)C)=C/C1=N/OC(=O)c1cccc([N+](=O)[O-])c1
(34) O=C1CCC/C1=C\c1ccccc1
(35) Cc1cc(NC(=O)CN2CCCCC2C)no1 (centres undefined)
(36) Cc1ccc(C)c2c(SC(C)C(=O)NCc3ccco3)nc(-c3ccccc3)nc12 (centres undefined)
(37) CN(C)S(=O)(=O)c1cccc(NC(=O)c2cnccn2)c1
(38) Cc1cccc2cc(CN(Cc3cccs3)C3(c4nnnn4C4CCCC4)CCCC3)c(=O)[nH]c12
(39) CC(C)C(c1nnnn1CC1CCCO1)N1CCN(C2CCCC2)CC1 (centres undefined)
(40) COc1cccc2c1OC[C@@H](CO)[C@H]2N(C)C(=O)Nc1ccccc1
(41) CC(=O)Nc1cc(C(=O)O)ccc1S(=O)(=O)c1ccc(C)cc1
screen / no.	33	34	35	36	37	38	39	40	41
Cl transport mod	-0.0466	2.07	0.868	1.78	0.244	-0.00317	0.227	0.551	1.09
TNF necrop inh	1.5	0.6	-0.1	0.9	-2.3	-2.2	1.4	-2.5	-0.2
Mdm2 ligase inh	-6.2	-3.2	18.1	-4.0	5.5	-16.7	-5.0	11.2	2.2
Rad51 HR inh	6.6	-11.2	0.1	-6.1	-9.1	6.2	7.8	-1.0	-2.8
L929 necroptosis	13.6	2.9	0.0	.	1.4	-0.1	0.4	0.2	0.0
Calpain2 inh	-11.9	-34.7	-9.7	5.2	-16.4	-26.1	11.2	-10.1	-23.1
EBV gp42 block	-0.4	-3.5	-15.5	-9.5	-7.2	0.9	20.2	3.4	-29.7
eIF4E 4G PPI	-0.3	1.9	1.2[fluorescence artefact?]	0.4	-1.4	3.0	3.6	4.3[fluorescence artefact?]	-2.0
PERK inh	-1.0	0.3	0.6	1.6	-0.3	-0.8	0.6	0.3	0.2

Exported with each value named: part of the list above
39	CC(C)C(c1nnnn1CC1CCCO1)N1CCN(C2CCCC2)CC1 (centres undefined)
  Cl transport mod: 0.227 | TNF necrop inh: 1.4 | Mdm2 ligase inh: -5.0 | Rad51 HR inh: 7.8 | L929 necroptosis: 0.4 | Calpain2 inh: 11.2 | EBV gp42 block: 20.2 | eIF4E 4G PPI: 3.6 | PERK inh: 0.6
31	O=C(O)c1ccc(N2CCCCC2)cc1
  Cl transport mod: 1.14 | TNF necrop inh: 0.4 | Mdm2 ligase inh: -6.0 | Rad51 HR inh: 2.2 | L929 necroptosis: 2.5 | Calpain2 inh: 3.8 | EBV gp42 block: -20.4 | eIF4E 4G PPI: 1.2 | PERK inh: 0.6
29	COc1ccc(C(=O)C2CCCN(Cc3cnc(N4CCOCC4)s3)C2)cc1F (centres undefined)
  Cl transport mod: -0.0804 | TNF necrop inh: -3.7 | Mdm2 ligase inh: -25.4 | Rad51 HR inh: 12.2 | L929 necroptosis: 0.7 | Calpain2 inh: 10.4 | EBV gp42 block: -12.3 | eIF4E 4G PPI: -2.4 | PERK inh: -2.0

A few values from the list:
no. 37 @ Rad51 HR inh: -9.1
no. 38 @ PERK inh: -0.8
no. 40 @ Cl transport mod: 0.551
no. 35 @ Cl transport mod: 0.868
no. 41 @ EBV gp42 block: -29.7

Compound activity (PubChem)
